Assay outcomes (PubChem)
GSH fluor = GSH bead compound fluorescence profile; fluorescence (KMESF) at 10 µM; GSH beads flow cytometry, compound fluorescence 488/530 nm; stronger effect = higher value; 0.25% of 190,000 active; AID 1776; in the data active means fluorescence above about 89;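 further: glutathione beads carrying GST-tagged Bcl family fusion proteins plus one bare bead set; values are compound well signal with DMSO vehicle wells as background; inactives centre near 16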
ABCB1 inh = human ABCB1 inhibition, ABCG2 as counter-screen; P08183; CCRF-Adr cells, JC-1 efflux, flow cytometry; inhibition, % at 6.6 µM; 0.067% of 190,000 active; in the data active means inhibition above about 40%;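 further: 0% = vehicle and 100% = reference inhibitor; higher value means more JC-1 retained so stronger ABCB1 efflux block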
Avidin bead fluor = avidin bead compound fluorescence profile; Avidin beads, compound fluorescence 488/530 nm, flow cytometry; stronger effect = higher value; fluorescence (KMESF) at 10 µM; 0.38% of 220,000 active; in the data active means fluorescence above about 47; further: inactives centre near 10
Cdc42 wt = human Cdc42 wildtype GTP binding change, either direction | P60953 | GST-Cdc42 beads, Bodipy-GTP binding, flow cytometry; actives lie on both sides | percent activity (GTP binding), % at 10 µM | 0.2% of 190,000 active;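 active means percent activity GTP binding at least 20 points away from the 100% baseline, either down as inhibitor or up as activator; inconclusive means compound flagged as likely green fluorescent from well-wide comparison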;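 further: median bead fluorescence of bound Bodipy-FL-GTP at 100 nM; 0% = excess unlabeled GTP control and 100% = no compound control; below 100% means less GTP binding so inhibitor and above means activator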
Target sequence (P60953 whole entry, looked up): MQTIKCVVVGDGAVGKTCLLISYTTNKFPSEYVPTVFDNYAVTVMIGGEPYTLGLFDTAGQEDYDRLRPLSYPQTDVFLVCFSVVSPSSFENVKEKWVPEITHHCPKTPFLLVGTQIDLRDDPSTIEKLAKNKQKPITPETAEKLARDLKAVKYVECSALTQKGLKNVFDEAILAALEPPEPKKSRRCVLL
Rab7 wt GTP bind = dog Rab7 wildtype GTP binding, inhibitors and activators; GST-Rab7 beads, fluorescent GTP binding, flow cytometry; actives lie on both sides; untreated = 100%, excess cold GTP = 0%; GTP binding activity (percent of control), % at 10 µM; 0.055% of 190,000 active;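 active means fluorescent GTP binding to Rab7 beads changed by at least 20 points from the 100% baseline, either direction, mostly lower; inconclusive means compound itself probably fluorescent, or too few beads counted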;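 further: median green fluorescence of bound Bodipy-FL-GTP per Rab7 bead population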
Rac1 wt modul = human Rac1 wildtype GTP binding, inhibitors and activators. GST-Rac1 beads, fluorescent GTP binding, flow cytometry; actives lie on both sides; 0 = cold GTP competed, 100 = untreated. GTP binding activity (% of control), % at 10 µM. 0.27% of 190,000 active;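 active means GTP binding activity at least 20 points away from the 100% control level, either lower or higher; inconclusive means compound flagged as likely green fluorescent, judged across all proteins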
HRas wt GTP = human HRas wildtype GTP binding, change in either direction. GTP binding activity, % at 10 µM. 0.14% of 190,000 active. GST-Ras wt beads, Bodipy-FL-GTP binding, flow cytometry; actives lie on both sides. P01112;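 active means GTP binding activity at least 20% away from the 100% baseline, either lowered as inhibitor or raised as activator; inconclusive means flagged as likely green fluorescent, judged across all proteins in the well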;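 further: 0% = unlabeled GTP competition control and 100% = no-compound control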
Target sequence (P01112 whole entry, looked up): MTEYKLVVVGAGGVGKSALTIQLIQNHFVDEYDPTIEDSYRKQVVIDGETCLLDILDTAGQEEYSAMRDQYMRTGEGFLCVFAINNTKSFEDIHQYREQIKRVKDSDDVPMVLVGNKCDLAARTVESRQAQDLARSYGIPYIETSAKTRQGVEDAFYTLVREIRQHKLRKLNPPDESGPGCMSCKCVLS
Rab2 wt GTP = changes GTP binding to wildtype dog Rab2A, up or down; P61105; GST-Rab2 wt beads, Bodipy-GTP binding, flow cytometry; GTP binding activity, % at 10 µM; 0.19% of 190,000 active; AID 760;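 active means GTP binding activity at least 20 points away from 100%, either lowered or raised; inconclusive means signal likely due to the compound's own green fluorescence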;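 further: 0% = beads with excess unlabeled GTP and 100% = no-compound control corrected for plate trend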
ABCG2 inh = blocks JC-1 efflux by human ABCG2 transporter; IgMXP3 cells, flow cytometry; 0.1% of 190,000 active; inhibition, % at 6.6 µM;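 active means inhibition above 80%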;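 further: 0% = DMSO and 100% = nicardipine control wells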
Target sequence (Q9UNQ0 whole entry, looked up): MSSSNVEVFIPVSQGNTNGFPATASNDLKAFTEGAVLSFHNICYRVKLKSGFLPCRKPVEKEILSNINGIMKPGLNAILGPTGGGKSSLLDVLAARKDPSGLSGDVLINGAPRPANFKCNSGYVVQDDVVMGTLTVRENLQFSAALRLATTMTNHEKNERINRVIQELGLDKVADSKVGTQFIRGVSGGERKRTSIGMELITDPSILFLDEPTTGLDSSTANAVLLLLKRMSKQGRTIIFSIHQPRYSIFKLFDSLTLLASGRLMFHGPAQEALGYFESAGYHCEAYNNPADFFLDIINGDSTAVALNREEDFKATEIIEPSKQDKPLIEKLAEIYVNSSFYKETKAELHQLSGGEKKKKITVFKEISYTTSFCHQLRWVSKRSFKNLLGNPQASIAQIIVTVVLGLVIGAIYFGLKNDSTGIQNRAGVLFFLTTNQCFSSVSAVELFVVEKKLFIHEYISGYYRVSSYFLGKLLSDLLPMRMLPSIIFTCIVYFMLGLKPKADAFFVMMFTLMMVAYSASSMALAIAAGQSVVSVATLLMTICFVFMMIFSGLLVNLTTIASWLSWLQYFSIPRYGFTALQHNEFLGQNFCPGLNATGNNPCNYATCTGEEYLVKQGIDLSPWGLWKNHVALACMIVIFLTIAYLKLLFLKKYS
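Incubation: cells with compound and JC-1, 10 min at 25 °C, rotating, no wash / Test system: IgMXP3 (ABCG2) plus far-red-tagged CCRF-Adr (ABCB1) cells / Compound dosing: one concentration, 6.6 µM final / Also added: JC-1 fluorescent substrate / Evaluation: efflux inhibition in percent versus controls / Detection: flow cytometry, 530 nm JC-1 signal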
Pf gamet viab = P. falciparum stage V gametocyte viability inhibition; AID 743093; 0.065% of 150,000 active; inhibition, % at 10.9 µM; P. falciparum stage V gametocytes, ATP luminescence, 24 h;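 active means inhibition above the mean plus 3 SD of compounds within the control limits, set per campaign, cut at about 38% in these data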;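 further: 0% = DMSO wells and 100% = medium only without gametocytes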
Rac1 mut GTP = alters GTP binding to activated mutant human Rac1; GST-Rac1 activated beads, fluorescent GTP binding, flow cytometry; actives lie on both sides; 100% means binding = to untreated wells; P63000; AID 764; percent activity (GTP binding), % at 10 µM; 0.11% of 190,000 active;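 active means GTP binding at least 20 percentage points away from the 100% baseline, in either direction, so actives lie on both sides; inconclusive means Compound likely fluorescent itself, or too few beads counted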
Active calls of the source: *; ? = inconclusive; / = no result given.

SMILES | GSH fluor | ABCB1 inh | Avidin bead fluor | Cdc42 wt | Rab7 wt GTP bind | Rac1 wt modul | HRas wt GTP | Rab2 wt GTP | ABCG2 inh | Pf gamet viab | Rac1 mut GTP
O=C(c1cn(CC(=O)N2CCCC2)c2ccccc12)C1CCCCC1 | 39 | 0.1 | 6 | 99 | 93 | 99 | 98 | 95 | 1 | / | 97
Cc1cccn2c(=O)c(C=Nc3ccccc3)c(NCCO)nc12 | 25 | -0.3 | 8 | 99 | 98 | 99 | 97 | 97 | 2 | / | 96
COc1ccc(/C=C/C(=O)N[C@@H](C)C(=O)O)cc1 | 12 | 0.1 | 3 | 102 | 101 | 103 | 104 | 102 | 0 | 27 | 102
O=C(CCCCCN1C(=O)CCC1=O)Nc1ncn[nH]1 | 35 | 0.2 | 6 | 101 | 101 | 101 | 100 | 100 | 0 | -1 | 98
COc1ccc(C(=O)CSc2ccc(-c3ccco3)nn2)cc1 | 18 | -0.3 | 11 | 98 | 100 | 100 | 99 | 97 | -1 | 9 | 99
O=C(OCc1nc(-c2ccccc2)oc1COC(=O)c1ccco1)c1ccco1 | 34 | 1.7 | 14 | 105 | 103 | 106 | 101 | 100 | 28 | 6 | 97
CC(=O)c1cc2c(C)cc(=O)oc2cc1O | 32 | 0.2 | 13 | 90 | 95 | 91 | 94 | 89 | 11 | / | 88
CC(C)OCCCNc1nc2c([nH]1)c(=O)n(C)c(=O)n2C | 7 | -0.1 | 7 | 107 | 101 | 109 | 105 | 102 | 0 | 3 | 103
CCOC(=O)c1cnc(SCC(=O)Nc2sc(C)c(C)c2C#N)nc1N | 10 | 0.4 | 10 | 104 | 103 | 109 | 101 | 104 | 1 | -6 | 100
NC(=O)COC(=O)c1ccc2c(c1)S(=O)(=O)N=C1CCCCCN12 | 10 | 1.0 | 6 | 97 | 102 | 101 | 98 | 102 | 9 | 13 | 97
CN1CCN(c2ccc([N+](=O)[O-])cc2C(=O)Nc2ccccc2)CC1 | 15 | -0.3 | 5 | 96 | 94 | 96 | 95 | 96 | 4 | -11 | 96
Cc1cc(C)c(C(=O)N2CCCC(CNC(=O)C3(c4ccc(Cl)cc4)CC3)C2)c(=O)[nH]1 (stereo not drawn) | 17 | -0.1 | 10 | 96 | 94 | 99 | 96 | 97 | -1 | / | 98
CC(/C=C/c1ccccc1)=N\Nc1nc(-c2ccccc2)cs1 | 25 | -0.4 | 29 | 96 | 100 | 100 | 97 | 97 | 0 | / | 93
O=C(COc1ccccc1Cl)Nc1nc(-c2cccs2)cs1 | 24 | 0.4 | 10 | 102 | 101 | 100 | 103 | 103 | 2 | / | 101
O=C(Nc1nnc(SCc2ccccc2Cl)s1)C1COc2ccccc2O1 (stereo not drawn) | 46 | 0.1 | 3 | 98 | 97 | 97 | 98 | 98 | 3 | / | 100
O=C(CSc1ccc(-c2ccccc2)nn1)N1CCCCC1 | 17 | 1.9 | 5 | 99 | 105 | 100 | 101 | 102 | 18 | -22 | 95
CC(C)Nc1nnc(SCC(=O)c2c(N)n(Cc3ccccc3)c(=O)n(C)c2=O)s1 | 25 | 0.3 | 11 | 98 | 98 | 98 | 98 | 99 | 5 | -2 | 99
COCCNC(=O)c1c[nH]c2ccc(OC)cc2c1=O | 33 | -2.0 | 7 | 101 | 100 | 100 | 100 | 100 | -1 | / | 100
COc1ccccc1CC(NC(C)=O)C(=O)NC1CCN(c2nnnn2-c2ccccc2)CC1 (stereo not drawn) | 9 | 0.0 | 8 | 102 | 101 | 109 | 101 | 100 | 0 | / | 99
Cc1ccc(O)c(C2=NOC(O)(C(F)(F)C(F)F)C2)c1 (stereo not drawn) | 15 | 3.7 | 33 | 105 | 105 | 110 | 103 | 106 | 5 | 1 | 103

Reformatted with each value named: 2 of the compounds above.
> Cc1ccc(O)c(C2=NOC(O)(C(F)(F)C(F)F)C2)c1 (stereo not drawn)
  GSH fluor: 15 | ABCB1 inh: 3.7 | Avidin bead fluor: 33 | Cdc42 wt: 105 | Rab7 wt GTP bind: 105 | Rac1 wt modul: 110 | HRas wt GTP: 103 | Rab2 wt GTP: 106 | ABCG2 inh: 5 | Pf gamet viab: 1 | Rac1 mut GTP: 103

> CC(C)Nc1nnc(SCC(=O)c2c(N)n(Cc3ccccc3)c(=O)n(C)c2=O)s1
  GSH fluor: 25 | ABCB1 inh: 0.3 | Avidin bead fluor: 11 | Cdc42 wt: 98 | Rab7 wt GTP bind: 98 | Rac1 wt modul: 98 | HRas wt GTP: 98 | Rab2 wt GTP: 99 | ABCG2 inh: 5 | Pf gamet viab: -2 | Rac1 mut GTP: 99

More compounds:
SMILES | GSH fluor | ABCB1 inh | Avidin bead fluor | Cdc42 wt | Rab7 wt GTP bind | Rac1 wt modul | HRas wt GTP | Rab2 wt GTP | ABCG2 inh | Pf gamet viab | Rac1 mut GTP
OCCOc1nnnn1-c1ccccc1 | 22 | 0.8 | 25 | 100 | 101 | 104 | 99 | 101 | 3 | / | 97
Cc1ccc(C(=O)COC(=O)CCC(=O)Nc2ccccc2Cl)cc1[N+](=O)[O-] | 13 | 0.9 | 7 | 100 | 97 | 104 | 99 | 100 | 6 | / | 99
CC(C)NC(=O)c1ccc(N2CCOCC2)nc1 | 35 | -1.4 | 9 | 99 | 100 | 102 | 99 | 102 | 18 | / | 98
Cc1nn(C(=O)c2cccs2)c(N)c1-c1ccccc1 | 18 | 0.6 | 5 | 104 | 102 | 108 | 102 | 101 | 5 | / | 99
COc1ccccc1S(=O)(=O)Cc1ccc(C(=O)NCCN2CCCC2)o1 | 50 | 0.5 | 11 | 97 | 97 | 97 | 96 | 96 | 2 | 9 | 96
COc1ccccc1-c1cc(C(=O)NCc2cccs2)no1 | 12 | 0.5 | 34 | 100 | 98 | 99 | 99 | 97 | 3 | / | 97
CC1=CC(=C(C#N)C#N)C=C(C)N1CCC(C)C | 13 | 1.6 | 11 | 96 | 106 | 99 | 98 | 102 | 8 | -6 | 93
CC(C)c1ccc(NC(=O)CSc2nnc(-c3ccccn3)n2C)cc1 | 31 | 1.3 | 15 | 101 | 103 | 103 | 102 | 99 | 18 | 16 | 100
COc1ccc(/C=C2\CCC(C3CCCC3)C2=O)cc1Cn1cccn1 (stereo not drawn) | 10 | 5.9 | 6 | 101 | 104 | 103 | 103 | 100 | 48 | 13 | 101
COc1ccccc1NS(=O)(=O)c1cccc(NC(=O)c2ccc3ccccc3n2)c1 | 13 | 0.9 | 8 | 97 | 97 | 97 | 94 | 94 | 11 | -2 | 93
COC(=O)c1ccc(S(=O)(=O)N2CCCCC2)o1 | 24 | -0.5 | 29 | 100 | 97 | 103 | 100 | 102 | -2 | -16 | 100
COc1ccc(-c2nc(-c3ccccn3)ncc2S(C)(=O)=O)cc1 | 11 | 1.1 | 21 | 97 | 96 | 102 | 96 | 97 | 2 | -10 | 97
CCOC(=O)c1ccc(NC(=O)CCc2ccc(CC)o2)cc1 | 10 | -0.1 | 11 | ? | ? | ? | ? | ? | 1 | 0 | ?
CC1(C)N=C(C(=O)c2ccccc2)N(O)C1(C)O (stereo not drawn) | 31 | 1.3 | 10 | 100 | 96 | 99 | 98 | 95 | 5 | / | 95
CC(C)COc1ccc(S(=O)(=O)n2cc(F)c(=O)[nH]c2=O)cc1 | 11 | 0.1 | 9 | 91 | 100 | 96 | 96 | 96 | 0 | -9 | 92
O=c1cc(C(F)(F)F)nc(-c2ccccc2)[nH]1 | 23 | 0.8 | 15 | 104 | 104 | 103 | 105 | 102 | 2 | -11 | 100
CN1CCN(C(=O)C2(NC(=O)Nc3ccccc3Cl)CCCCC2)CC1 | 14 | 0.7 | 6 | 101 | 103 | 106 | 102 | 101 | 4 | / | 99
N#CC(=C1Nc2ccccc2N1)S(=O)(=O)c1ccccc1 | 7 | -0.5 | 8 | 90 | 98 | 89 | 92 | 94 | -1 | -6 | 90
Cc1cc(=O)oc2cc(OCC(=O)OCC(=O)N(CCC#N)c3ccccc3)ccc12 | 18 | 0.2 | 12 | 95 | 93 | 100 | 96 | 96 | 2 | 24 | 94
Cc1ccc(CN(c2ccc(C(=O)N3CCOCC3)cc2)S(C)(=O)=O)cc1 | 53 | 0.7 | 12 | 104 | 99 | 103 | 104 | 102 | 1 | / | 100
CC(C)[C@H](NC(=O)[C@H](CC(=O)O)NC(=O)[C@H](CCCCN)NC(=O)[C@@H](N)CCCN=C(N)N)C(=O)N[C@@H](Cc1ccc(O)cc1)C(=O)O | 21 | 0.1 | 11 | 100 | 96 | 100 | 101 | 98 | 0 | / | 99
COc1cc(NC(=O)c2cnn3c(C)cc(C)nc23)c(OC)cc1Cl | 29 | 2.0 | 7 | 100 | 98 | 99 | 98 | 97 | 10 | -25 | 97
CC(=O)c1nc2ccccc2n1CCc1ccccc1 | 17 | -0.1 | 10 | 100 | 100 | 100 | 97 | 96 | 2 | 10 | 97
CCOC(=O)c1ccc(-n2c(CN3CCOCC3)nc3ccc([N+](=O)[O-])cc3c2=O)cc1 | 15 | -0.7 | 8 | 93 | 101 | 93 | 93 | 95 | 0 | 1 | 93
CC1(C)C2CCC(C2)C1(C)NC(=O)CN1CCOCC1 (stereo not drawn) | 27 | 0.4 | 7 | 103 | 104 | 104 | 106 | 105 | 2 | 13 | 101
Cc1[nH]n(-c2ccccc2)c(=O)c1CCOC(=O)c1ccc(C(F)(F)F)cc1 | 13 | -0.1 | 37 | 100 | 98 | 99 | 100 | 98 | 0 | / | 96
CC(C)CNC(=O)NC(=O)COC(=O)Cn1cnc2ccccc2c1=O | 16 | 0.3 | 5 | 96 | 104 | 97 | 97 | 100 | 2 | -4 | 94
COC(=O)CN1C(=S)N(c2ccc(OC)cc2)C(=O)/C1=C/c1ccc(N2CCOCC2)cc1 | 15 | 0.3 | 10 | 99 | 104 | 100 | 99 | 100 | 1 | 10 | 95
COc1ccc(CCNC(=O)C2CCN(S(=O)(=O)c3cccc4nsnc34)CC2)cc1OC | 24 | 0.1 | 8 | 104 | 100 | 103 | 102 | 102 | 1 | 0 | 101
Cc1nn(Cc2ccc(F)cc2)c(C)c1NC(=O)CCCn1nc([N+](=O)[O-])cc1C | 16 | 1.9 | 17 | 100 | 95 | 100 | 97 | 95 | 8 | -11 | 94
CCC1CC2CC(NC(C)=O)C1C2 (stereo not drawn) | 9 | -0.3 | 10 | 102 | 99 | 101 | 102 | 98 | -1 | 9 | 99
CCC1(C)NC(=O)N(CC(=O)N2N=C(c3ccccc3)CC2c2ccc(OC)cc2)C1=O (stereo not drawn) | 11 | 1.1 | 10 | 100 | 97 | 101 | 100 | 99 | 3 | 10 | 100
